# Tau fibril ThT: blocks human tau fibril formation measured by thioflavin T. P10636. recombinant tau K18 P301L, heparin-induced fibrillization, ThT fluorescence. Potency, µM (top dose mostly 57.4 µM), inactives show at the highest dose activity, negative = inhibition, actives largely listed as inhibitors. hit rate 2.1% among 270,000; further: on the % scale 0 is the no-effect control and ±100 the full control effect; nearly all actives have a fitted effect of over 55% in size
# Target sequence (P10636 561-689 P618L limits assumed): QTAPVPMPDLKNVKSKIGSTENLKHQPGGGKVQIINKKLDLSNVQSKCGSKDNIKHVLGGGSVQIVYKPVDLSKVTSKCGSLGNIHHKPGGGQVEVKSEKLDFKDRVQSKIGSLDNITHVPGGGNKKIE
#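 Recombinant human tau K18 fragment […] carrying P301L, 15 uM unlabeled plus 0.24 uM Alexa 594-labeled, was fibrillized with 20 uM heparin in 100 mM sodium acetate pH 7 for 6 hr at 37 C; 30 uM ThT fluorescence read after 1 hr.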
# HttQ103 aggreg: reduces HttQ103-GFP aggregates in PC12 cells; PC12 HttQ103-GFP aggregates, Acumen cytometry, 40 h; Potency, µM (doses to about 46.1 µM), for the others: at the highest dose activity change, negative = inhibition, hits mostly inhibitors; hit rate 1.1% among 220,000; further: on the % scale 0 is the no-effect control and ±100 the full control effect; nearly all actives have a fitted effect of over 60% in size
#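 Aggregate formation scored by laser-scanning cytometer (488 excitation, 500–530 emission) in lysed PC12 cells expressing Q103-GFP after 100 nM tebufenozide induction; library tested in dose series, with ATPLite reagent added in the multiplex.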
# Tau fluor cs: counter-screen for tau fibril formation inhibitors | Potency, µM (series often up to 57.7 µM), inactives show top-dose activity change, negative = decrease | hit rate 0.93% among 280,000 | tau K18 P301L (four-repeat tau fragment) Alexa594 fluorescence, heparin fibrillization; further: on the % scale 0 is the no-effect control and ±100 the full control effect; nearly all actives have a fitted effect of over 55% in size
#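 Human K18 P301L tau (15 uM unlabeled plus 0.24 uM Alexa 594-labeled, final) in 100 mM sodium acetate pH 7 was mixed with compound and 20 uM heparin and incubated 6 hr at 37 C.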
# SMN2 splice enh: increases expression of the SMN2 splice variant. HEK293 SMN2-luciferase splicing reporter, luminescence, 30-36 h. Potency, µM (series often up to 46.1 µM), inactives show at the highest dose activity change, positive = activation, most hits filed as activators. hit rate 2.8% among 210,000. AID 1458; further: % of control where 0% means no effect; nearly all actives have a fitted effect of over 55% in size
#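 HEK293 cells carry an SMN2 […]–luciferase reporter in which exon 7 inclusion puts luciferase in frame. Cells were plated 10-12 h before compound addition, then incubated 30-36 h at 37C. ONE-Glo luminescence was read; sodium butyrate at 4.5 mM final served as control.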
# HTT ATP protect: protects HTT-Q103 PC12 cells, measured by ATP; hit rate 0.14% among 230,000; PC12 HTT-Q103 induced, cytoprotection, ATP luminescence, 40 h; Potency, µM (highest dose often 56.4 µM), inactives show cytoprotection (ATP increase), actives largely listed as activators;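 further: % of control where 0% means no effect; nearly all actives have a fitted effect of over 45% in size; toxic huntingtin expression switched on by the ecdysone agonist tebufenozide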
#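 PC12 cells with ecdysone-inducible HTT exon 1 Q103-GFP, induced with 100 nM tebufenozide and co-treated with library compounds in a dose series (1536-well, 1500 cells/well). Cytoprotection read as ATP content by ATPlite luminescence.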
# ALDH1A1 inh: ALDH1A1 (human) enzyme inhibition | P00352 | Purified ALDH1A1, NADH fluorescence, propionaldehyde substrate | Potency, µM (highest dose often 75.3 µM), for inactives: at the top dose activity, negative = inhibition, actives largely listed as inhibitors | hit rate 7.3% among 220,000 | AID 1030; active means well fitted inhibition curve with a large enough effect, not every such curve was filed as active; inconclusive means small, poorly fitted or top-dose-only effect, or another doubt; inactive means no such curve, though single readings can be large or run the other way;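 further: plate controls were no enzyme wells and a reference inhibitor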
# Target sequence (P00352 whole entry, looked up): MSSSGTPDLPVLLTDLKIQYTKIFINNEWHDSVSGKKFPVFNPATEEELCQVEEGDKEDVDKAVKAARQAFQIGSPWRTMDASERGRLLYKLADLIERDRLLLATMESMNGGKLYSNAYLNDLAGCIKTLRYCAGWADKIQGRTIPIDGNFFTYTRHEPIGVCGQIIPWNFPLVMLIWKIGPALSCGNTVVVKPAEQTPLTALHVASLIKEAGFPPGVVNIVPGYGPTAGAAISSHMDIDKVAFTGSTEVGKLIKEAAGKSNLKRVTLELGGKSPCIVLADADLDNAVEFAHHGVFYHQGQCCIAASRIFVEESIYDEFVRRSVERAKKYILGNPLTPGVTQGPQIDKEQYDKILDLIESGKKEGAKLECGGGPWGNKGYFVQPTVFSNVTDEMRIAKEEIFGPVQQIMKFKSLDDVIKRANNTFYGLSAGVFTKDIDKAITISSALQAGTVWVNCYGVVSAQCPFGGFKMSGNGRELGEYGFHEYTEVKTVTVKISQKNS
# KDM4E inh: JMJD2E (human) inhibition; B2RXH2; JMJD2E catalytic domain, FDH-coupled NADH fluorescence (FDH is formaldehyde dehydrogenase); hit rate 1.6% among 230,000; Potency, µM (top dose mostly 57.1 µM), for the others: at the highest dose activity change, negative = inhibition, usual class: inhibitors; active means well fitted inhibition curve with a large enough effect, not every such curve was filed as active; inconclusive means small, poorly fitted or top-dose-only effect, or another doubt; inactive means no such curve, though single readings can be large or run the other way;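 further: 0% = wells with enzyme and -100% = buffer wells without enzyme; nearly all actives have a fitted effect of over 50% in size; many of its hits are not listed in these tables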
# Target sequence (B2RXH2 1-337 limits assumed): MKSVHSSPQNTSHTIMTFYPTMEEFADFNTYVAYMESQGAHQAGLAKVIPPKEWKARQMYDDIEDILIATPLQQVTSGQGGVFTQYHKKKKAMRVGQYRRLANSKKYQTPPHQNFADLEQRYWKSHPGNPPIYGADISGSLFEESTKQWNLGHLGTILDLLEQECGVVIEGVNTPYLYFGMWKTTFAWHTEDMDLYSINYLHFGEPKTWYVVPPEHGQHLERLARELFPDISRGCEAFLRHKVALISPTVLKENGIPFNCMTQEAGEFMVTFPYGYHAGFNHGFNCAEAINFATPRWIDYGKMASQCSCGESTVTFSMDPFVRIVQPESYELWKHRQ
# Tau FP inhib: tau fibrillization inhibition (FP). P10636. K18 P301L tau heparin fibrillization, Alexa594 FP, 6 h. Potency, µM (titrated, usually from 57.7 µM), inactives show at the highest dose activity, negative = inhibition, most hits filed as inhibitors. hit rate 0.39% among 280,000. AID 1468; further: on the % scale 0 is the no-effect control and ±100 the full control effect; nearly all actives have a fitted effect of over 55% in size
#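 FP of Alexa 594-tau after heparin (20 uM) induction. Substrate: human K18 P301L, 15 uM unlabeled, 0.24 uM labeled. Buffer 100 mM sodium acetate pH 7. 6 hr, 37 C.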
# * hit, by the source's call; u = inconclusive; x = no result given; [ ] = remark or other dose. Unless noted, the call rests on the fitted dose curve; in most records, active means well fitted curve in the direction sought with a large enough effect; inconclusive means small, poorly fitted or top-dose-only effect, or another doubt; inactive means no such curve, though single readings can be large; an effect the other way counts as inactive or inconclusive. Potency means the concentration at half of the fitted maximal effect.
SMILES,Tau fibril ThT,HttQ103 aggreg,Tau fluor cs,SMN2 splice enh,HTT ATP protect,ALDH1A1 inh,KDM4E inh,Tau FP inhib
CCOC(=O)C1CCN(C(=O)CC(C)c2ccccc2)CC1 (stereo unspecified),-7.1%,13.2%,0.4%,0.4%,-4.2%,u,7.5%,-3.1%
O=C(CSc1nnc(C2COc3ccccc3O2)o1)N1CCCc2ccccc21 (stereo unspecified),u,-16.6%,-14.3%,-31.9%,0.8%[10 µM],u,-2.8%,-11.0%
COc1ccc([N+](=O)[O-])cc1NC(=O)C(C)OC(=O)c1cccnc1 (stereo unspecified),-5.6%,15.9%,-10.5%,-8.5%,-1.4%,7.0%,-5.3%,-5.9%
Cc1cc(NC(=O)c2ccc(Cl)c([N+](=O)[O-])c2)no1,-16.9%,-2.7%[9.22 µM],-15.2%,x,-2.0%[10 µM],1.5%,-3.0%,3.5%
CC(Oc1ccccc1)C(=O)NNC(=O)c1cccs1 (stereo unspecified),4.9%,-6.6%[9.22 µM],7.1%,0.4%,-2.3%[10 µM],1.9%,-2.3%,7.8%
CCN(CC)C(=S)Nc1ccc2nc3n(c(=O)c2c1)CCCCC3,-1.2%,26.1%,-12.0%,-3.5%,-17.1%,u,u,-2.5%
CCC(c1nnc(SCC(=O)N2CC(=O)Nc3ccccc32)n1Cc1ccccc1)N(C)C (stereo unspecified),-3.6%,10.7%,-2.2%,-5.9%,-11.0%,10.2%,1.1%,5.1%
Nn1c(C2COc3ccccc3O2)n[nH]c1=S (stereo unspecified),u,-19.9%[9.22 µM],-14.1%,x,6.8%[10 µM],4.47µM*,u,u
CN(C(=O)COc1ccccc1)C1CCS(=O)(=O)C1 (stereo unspecified),-1.5%,-13.3%[9.22 µM],-6.3%,-8.9%,3.4%[10 µM],-3.5%,u,-0.9%
COCCCNC(=O)c1c(NC(=O)C2COc3ccccc3O2)sc2c1CCCC2 (stereo unspecified),-7.6%,14.2%,-9.2%,-32.9%[inhibitor],-19.1%,2.6%,9.1%,3.6%
CCCCOP(=O)(OCCCC)C(Nc1ccccc1)c1ccc2c(c1)OCO2 (stereo unspecified),7.2%,-31.5%,3.8%,-18.6%,1.5%[10 µM],u,0.7%,-0.7%
CC(C)(C)OC(=O)NCCCCCc1nnc(SCc2ccc(F)cc2)o1,-19.1%,2.2%[9.22 µM],-10.8%,x,10.2%[10 µM],-0.3%,0.5%,2.2%
CCCn1c(CC)nc([N+](=O)[O-])c1S(=O)(=O)c1ccccc1,u,16.2%[9.22 µM],-7.2%,-25.6%,-79.5%[inhibitor],-13.4%,6.9%,1.4%
CC1(C)C(=O)Nc2ccccc2N1C(=O)COc1cccnc1[N+](=O)[O-],-1.5%,12.0%,0.0%,-21.0%,8.4%,9.0%,5.4%,-4.9%
O=C(c1ccc2c(c1)N(Cc1ccc(Cl)cc1)C(=O)c1ccccc1S2=O)N1CCN(c2ccccc2F)CC1 (stereo unspecified),-7.7%,x,-12.2%,-8.0%,x,x,x,3.3%
O=C1CC2(CCCCC2)Oc2ccc(OCC(=O)N3CCOCC3)cc21,3.2%,-4.7%,1.2%,-10.5%,3.2%,u,u,-6.0%
Cc1cc(C)c[n+](-c2nc3ccccc3nc2[N-]S(=O)(=O)c2ccc(Br)s2)c1,-1.6%,3.5%,7.9%,3.9%,4.0%[10 µM],-9.4%,-10.1%,4.8%
O=C(Cn1cccc(C(F)(F)F)c1=O)c1ccc(Cl)cc1,-5.0%,0.9%[9.22 µM],-12.7%,x,18.7%[10 µM],-0.5%,2.9%,u
COc1cc(C2Nc3cccc4cccc(c34)N2)cc(OC)c1OC(C)=O,u,0.3%,u,3.6%,-2.5%[10 µM],u,-6.1%,3.8%
CC(C)NC(=O)CCSc1nc(-c2ccc3c(c2)OCO3)cc(C(F)(F)F)n1,-12.6%,x,-24.7%,8.3%,x,x,x,-3.6%
CCOc1ccc(/C=C/C(=O)C(C(N)=O)=C2SCCS2)cc1,2.7%,-14.6%,-3.0%,-27.5%,2.2%[1.9 µM],-8.1%,3.7%,-0.6%
Cc1ccc(CN2CCN(CC(=O)N/N=C/c3ccccc3F)CC2)cc1,-5.4%,6.3%[9.22 µM],-4.8%,x,5.3%[10 µM],x,1.7%,-4.2%
CCC(C)NC(=O)CCCCCn1c(=O)[nH]c2cc(OC)c(OC)cc2c1=O (stereo unspecified),-9.4%,9.0%,-5.7%,-0.7%,-33.8%,u,u,-4.9%
COc1ccc(C(=O)Nc2cccnc2)cc1S(=O)(=O)N1CCOCC1,-5.6%,8.8%,-7.6%,-6.5%,4.9%,3.0%,8.4%,0.6%
C/C(=N\Nc1ccc2nncn2n1)c1cccs1,-11.7%,-21.0%[9.22 µM],-5.8%,x,-3.7%[10 µM],15.9%,1.8%,7.2%
SMILES,Tau fibril ThT,HttQ103 aggreg,Tau fluor cs,SMN2 splice enh,HTT ATP protect,ALDH1A1 inh,KDM4E inh,Tau FP inhib
Nc1c2nc(-c3ccccc3)[nH]c(=O)c2nc(=O)n1-c1ccccc1,x,13.7%[9.22 µM],u,x,26.3%[10 µM],x,u,-3.6%
O=C(NNc1ccccc1)C(CCO)C(=O)NNc1ccccc1,0.3%,-17.6%,0.4%,-31.2%[inhibitor],x,u,-2.9%,7.1%
Cc1ccc(-n2c(CCc3nc4ccccc4[nH]3)n[nH]c2=S)cc1,1.3%,-3.4%[9.22 µM],0.9%,x,-3.3%[10 µM],-5.0%,13.1%,-3.6%[2.34 µM]
COc1cc(NC(=O)Cn2c(=O)n(Cc3ccccc3OC)c(=O)c3cccnc32)cc(OC)c1,8.4%,x,u,-3.5%,x,x,x,u
COC(=O)c1sc(-c2ccc(Cl)cc2)cc1NC(=O)/C=C/C(=O)O,x,-4.8%[9.22 µM],-13.9%,x,-51.8%[inhibitor][10 µM],x,-0.8%,13.1%
CCOC(=O)N1CCC(NC(=O)C2CCN(S(=O)(=O)N3CCCC3)CC2)CC1,-10.9%,7.9%,-5.5%,4.0%,18.8%,u,4.8%,-12.2%
Cc1nn(C(C)C(=O)NC2C(=O)N3C(C(=O)O)=C(CSc4nnnn4C)CSC23)cc1Cl (stereo unspecified),u,u,-8.8%,-18.9%,5.1%,u,-12.3%,-17.9%
COc1ccc(NC(=O)c2cccnc2Cl)c(S(=O)(=O)N2CCOCC2)c1,-4.4%,14.1%,-8.4%,14.7%,15.6%,7.7%,1.1%,-7.7%
COc1ccc(C(=O)c2cnc(/N=C/N(C)C)s2)cc1,-7.8%,5.8%,-2.1%,u,14.6%[10 µM],u,u,-3.7%
CCS(=O)(=O)Nc1ccc(C2=NN(C(=O)c3ccco3)C(c3cccc(F)c3)C2)cc1 (stereo unspecified),-10.8%,-30.0%,u,4.0%,-0.3%,u,u,-8.4%
O=C(NC(=O)c1c(F)cccc1F)O/N=C1\CCCc2occc21,x,9.7%[9.22 µM],-10.3%,x,1.2%[10 µM],x,2.4%,8.0%
O=C1NC(=O)C(CC(=O)N(Cc2cccs2)C2(C(=O)NC3CCCCC3)CCCCC2)N1 (stereo unspecified),-9.1%,-16.6%,-3.8%,6.2%,-5.2%[10 µM],-4.9%,-0.1%,4.8%
c1ccc2c(-c3nn[nH]n3)cccc2c1,0.9%,-8.1%,-0.3%,-5.7%,13.3%[10 µM],9.9%,-0.1%,6.2%
CCc1nc2ccccc2n2c(-c3ccccc3)c3c(=O)n(C)c(=O)n(C)c3c12,u,x,-16.1%,-2.8%,x,x,x,-1.5%
COC(=O)NNC(=O)COc1ccc2ccccc2c1Br,-5.0%,17.7%,5.5%,22.6%,-11.3%[10 µM],-0.9%,-22.8%,-5.2%
O=C(COC(=O)c1ccccc1O)Nc1cccnc1Cl,3.7%,7.0%,9.8%,18.2%,-5.5%[0.074 µM],11.9%,1.5%,4.7%
Cc1ccc(C(=O)OCC(=O)Nc2c(Cl)cc(S(N)(=O)=O)cc2Cl)o1,-5.0%,-5.7%[9.22 µM],-9.7%,x,16.2%[10 µM],1.7%,-5.9%,-2.5%
CC(NC(=O)CSc1nnc(COc2ccccc2)o1)c1ccccc1 (stereo unspecified),-14.0%,-0.7%,-10.0%,2.1%,-8.7%,-3.7%,-6.1%,2.0%
COc1ccc(OC)c(C(=O)COC(=O)c2cccnc2Cl)c1,-13.6%,8.0%,-14.0%,4.7%,-1.6%[10 µM],-2.4%,-7.1%,-4.5%
Cc1ncoc1C(=O)N1CCCC(CCC(=O)NCc2ccccc2F)C1 (stereo unspecified),-12.8%,2.5%[9.22 µM],-12.0%,x,-1.5%[10 µM],u,-1.6%,-4.0%
CCOC(=O)c1sc(NC(=O)c2ccco2)nc1-c1ccccc1,-2.8%,-13.5%,-9.9%,1.4%,-2.0%[10 µM],-2.0%,u,-14.5%
CCCCN(C(=O)Cn1nnc2ccccc21)C(C(=O)NCCOC)c1ccc(OC)cc1 (stereo unspecified),-3.8%,14.7%,-6.0%,-4.8%,-14.6%[10 µM],-0.4%,0.2%,-0.1%
Clc1ccc(/C=N/Nc2ccccn2)cc1,-4.0%,8.6%,-16.9%,x,-50.8%,-7.3%,-7.8%,19.6%
O=C(O)c1ccccc1S(=O)(=O)NCC(O)COC1CCCCC1 (stereo unspecified),-1.3%,-2.0%,3.9%,-24.2%,4.6%,u,-1.7%,8.8%
COc1ccc(/C=N/OCC(=O)Nn2c(C)nc3ccccc3c2=O)cc1,-0.8%,24.3%,6.9%,-12.1%,3.0%[10 µM],3.7%,-17.4%,5.4%

# Profiles from above. Values in the order: Tau fibril ThT	HttQ103 aggreg	Tau fluor cs	SMN2 splice enh	HTT ATP protect	ALDH1A1 inh	KDM4E inh	Tau FP inhib
# CCOC(=O)N1CCC(NC(=O)C2CCN(S(=O)(=O)N3CCCC3)CC2)CC1 is entered as -10.9%	7.9%	-5.5%	4.0%	18.8%	u	4.8%	-12.2%
# CCCCN(C(=O)Cn1nnc2ccccc21)C(C(=O)NCCOC)c1ccc(OC)cc1 (stereo unspecified) is entered as -3.8%	14.7%	-6.0%	-4.8%	-14.6%[10 µM]	-0.4%	0.2%	-0.1%
# Cc1ncoc1C(=O)N1CCCC(CCC(=O)NCc2ccccc2F)C1 (stereo unspecified) is entered as -12.8%	2.5%[9.22 µM]	-12.0%	x	-1.5%[10 µM]	u	-1.6%	-4.0%

# High-throughput results (PubChem)

# Only part of the results is shown; the hit share may differ from the screen's.
